# Source: PubChem BioAssay
# GLP1R ag: activates the human GLP-1 receptor; P43220; HEK293 GLP-1R CRE-luciferase, luminescence, 4-6 h; cells express a hypersensitive GLP-1R form; Potency, µM (top dose mostly 45.6 µM), for the others: top-dose activation, actives largely listed as activators; actives 0.007% (n = 380,000); also: potency is read from the fitted curve at half-maximal effect; % of control where 0% means no effect
# Target sequence (P43220 whole entry, looked up): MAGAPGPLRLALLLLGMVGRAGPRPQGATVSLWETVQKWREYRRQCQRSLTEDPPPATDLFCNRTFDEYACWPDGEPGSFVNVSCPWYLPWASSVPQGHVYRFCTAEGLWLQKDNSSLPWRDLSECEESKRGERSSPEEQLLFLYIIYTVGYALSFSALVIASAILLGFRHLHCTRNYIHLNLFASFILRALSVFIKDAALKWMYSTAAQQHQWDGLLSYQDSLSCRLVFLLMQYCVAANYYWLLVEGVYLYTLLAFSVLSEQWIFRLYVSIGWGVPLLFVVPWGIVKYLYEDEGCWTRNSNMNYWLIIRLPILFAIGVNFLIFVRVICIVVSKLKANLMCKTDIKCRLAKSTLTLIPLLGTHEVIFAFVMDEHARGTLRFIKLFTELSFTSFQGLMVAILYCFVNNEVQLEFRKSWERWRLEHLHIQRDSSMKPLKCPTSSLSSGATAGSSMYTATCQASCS
# PI5P4Ka inh: blocks human PI5P4K alpha kinase activity. AID 652105. PI5P4Kalpha enzyme, ADP-Glo luminescence, 60 min; active compounds read low. actives 1.2% (n = 330,000). max response, %; active = max response of -50% or lower; inconclusive = between -30% and -50%; inactive = -30% or higher; also: value at the top dose of about 77 µM; % is scaled to controls: 0 for no effect and ±100 for the full control effect
#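 Reactions run in 0.038 M HEPES pH 7.4, 0.28 mM EGTA, 0.1% CHAPS and 5% DMSO, with PI5P4Kalpha, substrate, compound and 5 microM ATP final, one hour at room temperature. Readout is ADP-Glo luminescence.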
# IL2 activator: activates IL-2 in a cell-based reporter assay. activation, % (series mostly up to about 46 µM). IL-2 activation reporter assay, cell-based qHTS; stimulated with anti-CD3/CD4/CD28 beads; in transgenic mouse T cells. actives 0.065% (n = 360,000); in the data active = activation above about 50%; inconclusive = mostly about 30% to 49%; also: 0% is about no effect
#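 Screening format: compound pinned onto unstimulated transgenic mouse T cells, 60 min incubation, then anti-CD3/anti-CD4/anti-CD28 bead stimulation for 18 hours at 37 degrees C, followed by EGFP and DsRed detection.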
# WRN helicase inh: inhibitors of human WRN helicase | WRN helicase unwinding, fluorescent forked duplex, kinetic | Potency, µM (doses to about 114 µM), inactives show at the top dose activity change, negative = inhibition, actives largely listed as inhibitors | actives 0.46% (n = 360,000) | AID 651768; also: potency is read from the fitted curve at half-maximal effect; % is scaled to controls: 0 for no effect and ±100 for the full control effect; nearly all actives have a fitted effect of over 55% in size
#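 WRN at 20 nM final preincubated with compound 15 min at room temperature; reaction started with 100 nM fluorophore/quencher forked duplex oligonucleotide and 2 mM ATP final. Unwinding followed kinetically by red fluorescence (ex 525, em 598 nm).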
# GLP1R inv ag: acts as inverse agonist at human GLP-1 receptor; HEK293 GLP-1R CRE-luciferase, luminescence, 24 h; GLP-1R form is constitutively active; Potency, µM (doses to about 38.3 µM), inactives show at the highest dose activity change, negative = inhibition, most hits filed as inhibitors; AID 624417; actives 1.6% (n = 410,000); also: potency is read from the fitted curve at half-maximal effect; % is scaled to controls: 0 for no effect and ±100 for the full control effect; nearly all actives have a fitted effect of over 55% in size
#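 GLP-1R inverse agonism mode: basal reporter luminescence in engineered HEK293 cells measured after one day of compound exposure at 37 deg C, with a 12 min room-temperature detection step.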
# DRD3 agonist: D3 dopamine receptor (human) agonism; P35462; D3R DiscoveRx beta-arrestin cells, luminescence, 90 min; max activation, %; actives 0.58% (n = 410,000); AID 652048; in the data active = max activation above about 30%; also: 0% is about no effect; mostly tested at two doses, the higher about 12 µM
# Target sequence (P35462 whole entry, looked up): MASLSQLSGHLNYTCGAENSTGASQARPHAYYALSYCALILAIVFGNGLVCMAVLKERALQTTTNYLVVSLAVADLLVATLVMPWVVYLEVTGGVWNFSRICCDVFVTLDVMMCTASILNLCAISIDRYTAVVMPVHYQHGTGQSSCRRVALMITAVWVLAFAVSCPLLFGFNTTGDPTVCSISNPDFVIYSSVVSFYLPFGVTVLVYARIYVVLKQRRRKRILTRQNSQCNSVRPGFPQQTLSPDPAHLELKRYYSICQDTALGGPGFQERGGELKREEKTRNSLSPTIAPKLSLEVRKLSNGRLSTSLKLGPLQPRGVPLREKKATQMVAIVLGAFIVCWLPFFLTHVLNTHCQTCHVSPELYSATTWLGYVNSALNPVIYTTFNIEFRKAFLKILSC
#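 Cells at 1500/well, incubated overnight, then treated with pinned compounds (dopamine as control) for 90 min at 37 degrees C. DiscoveRx reagent added for 30 - 60 minutes at room temperature; luminescence read.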
# PLK1 PBD inh: PLK1 (human) polo-box domain binding inhibition. Plk1 PBD binding of FITC phosphopeptide, fluorescence polarization. Potency, µM, for the others: max response, negative = inhibition, most hits filed as inhibitors. actives 2.8% (n = 360,000). AID 720504; also: potency is read from the fitted curve at half-maximal effect; series mostly up to about 57 µM; % is scaled to controls: 0 for no effect and ±100 for the full control effect; nearly all actives have a fitted effect of over 65% in size
# HEK293 tox: cytotoxicity counter-screen for GLP-1 receptor inverse agonists | actives 0.13% (n = 410,000) | Potency, µM (doses to about 38.3 µM), inactives show at the top dose activity change, negative = inhibition, hits mostly inhibitors | AID 624418 | HEK293 cAMP-luciferase reporter cells, luminescence, 24 h;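 also: loss of luciferase light is scored as toxicity; potency is read from the fitted curve at half-maximal effect; % is scaled to controls: 0 for no effect and ±100 for the full control effect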
#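 Cells in DMEM/10% Nu serum/1% pen-strep, 1536-well format. Pre-incubated 12 h, dosed with 23 nL compound, incubated a further 24 h. Luciferase detection, 12 min at room temp, luminescence.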
# D3 antag: D3 dopamine receptor (human) antagonism. actives 2.5% (n = 360,000). D3R cells, DiscoveRx beta-arrestin luminescence, antagonist mode; active compounds read low. max response, negative = inhibition, %; in the data active = max response below about -50%; inconclusive = no clear call, values can overlap the other calls; also: % is scaled to controls: 0 for no effect and ±100 for the full control effect; mostly tested at two doses, the higher about 12 µM
#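 Cells plated overnight at 1500 cells/well, then exposed to library compounds with dopamine controls for 90 minutes at 37 degrees C. DiscoveRx reagent added for 30–60 minutes at room temperature; luminescence read, quantitative HTS format.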
# The depositor's hits bear a star; ? = inconclusive; · = no result given; [ ] = remark or other dose. Unless noted, calls follow the shape of the dose curve; as a rule, active = well fitted curve in the direction sought with a large enough effect; inconclusive = small, poorly fitted or top-dose-only effect, or another doubt; inactive = no such curve, though single readings can be large; an effect the other way counts as inactive or inconclusive.
entry	smiles	GLP1R ag	PI5P4Ka inh	IL2 activator	WRN helicase inh	GLP1R inv ag	DRD3 agonist	PLK1 PBD inh	HEK293 tox	D3 antag
1	CN(C(=O)C=Cc1ccccc1)c1ccccc1	26%	-2	0.7	1%	-22%	7	-5%	5%	5
2	Cc1ccc(/C=N/N2CCN(c3ccccn3)CC2)cc1	6%	10	-0.7	-4%	14%	2	-4%	4%	5
3	Nc1c(C(=O)Nc2cccc(C(=O)O)c2)sc2nc3c(cc12)CCCC3	-5%	-3	-0.5	-11%[11.6 µM]	?	5	-4%	75%[activator]	31
4	CCCCN(C)Cc1c(C)[nH]c2c(Cl)cccc2c1=O	-4%	·	-1.7	2%	23%	-8	-6%	1%	-12
5	CC1CCCN(S(=O)(=O)c2ccc3c(c2)OCCO3)C1 (stereo not drawn)	-5%	-18	0.1	5%	?	-1	-6%	1%	-4
6	Cc1ccc2nc(C(C)(C)C)c(Cc3cccc(Cl)c3)n2c1	27%	-4	-0.4	-3%	?	2	-4%	-5%	23
7	COCCCN1C(=O)C(=O)/C(=C(/O)c2ccc(C)cc2)C1/C=C/c1ccccc1 (stereo not drawn)	-1%	0	0.3	2%	11%	1	4%	27%	-8
8	CCOc1ccc(N=C2NC(=O)C(CC(=O)O)S2)cc1 (stereo not drawn)	-2%	-7	0.6	4%	10%	2	2%	-1%	21
9	CCOc1ccccc1NC(=O)/C=C/c1ccccc1[N+](=O)[O-]	0%	8	2.3	1%	0%	2	-15%	3%	4
10	COC(=O)c1sccc1NC(=O)CSc1ccccc1N	7%	0	0.4	7%	12%	9	-3%	7%	3
11	CC(C(=O)NCC(=O)Nc1ccc(F)c(F)c1F)N1CCN(Cc2ccc(C#N)cc2)CC1 (stereo not drawn)	1%	9	-0.5	0%	-25%	4	4%	-14%	-2
12	Cc1cc(S(=O)(=O)N(Cc2cccs2)Cc2ccccc2F)ccc1-n1cnnn1	1%	-5	0.8	-10%	?	-14	-5%	-46%	-9
13	OC[C@@H]1CN(Cc2ccc(Cl)cc2)C[C@H](n2cnc3c(N4CCOCC4)ncnc32)O1	19%	-5	-0.3	4%	5%	0	5%	-3%	0
14	Cc1ccc(S(=O)(=O)Nc2c(C(=O)O)[nH]c3ccccc23)cc1C	-2%	-10	0.5	-3%	7%	7	?	-7%	6
15	O=C(Cn1nc2n(c1=O)-c1ccccc1SC2)N/N=C/c1cccs1	6%	0	8.2	8%	3%	-23	6%	26%	-24
16	O=C(O)c1cc(NS(=O)(=O)c2ccc3ccccc3c2)ccc1O	-1%	-5	0.8	-3%	2%	-22	-18%	10%	-108*
17	Cc1ccc(OCCCCN2CCCC(C)C2)c([N+](=O)[O-])c1 (stereo not drawn)	5%	3	-2.2	-15%	-29%	-18	5%	?	-80*
18	COc1ccc(NC(=O)c2cc(C3CCCCN3S(=O)(=O)c3cccs3)on2)c(C)c1 (stereo not drawn)	1%	-1	0.1	-10%	?	2	-8%	-7%	0
19	CCN(CC(=O)Nc1ccc2c(c1)OCCO2)C(=O)c1ccc(S(=O)(=O)N(C)C)cc1	9%	1	-3.2	-2%	-15%	-19	-6%	17%	-7
20	CC(C)=CCC/C(C)=C/CNC(=O)CC1C[C@H](C(=O)N2CCCCC2)[C@@]2(C)c3[nH]c4ccccc4c3CCN2C1=O (stereo partly drawn)	12%	-1	-0.8	-2%	16%	-10	-17%	1%	?
21	COc1cc2ccccc2cc1C(=O)N1CCOCC1	-6%	1	3.4	-21%	5%	-3	-10%	9%	0
22	CCOC(=O)C1(Cc2ccccc2)CCCN(C(=O)c2cn[nH]c2)C1 (stereo not drawn)	0%	5	-1.6	9%	15%	-1	0%	-1%	3
23	CCN(CC(=O)NCCN1CCOCC1)S(=O)(=O)c1ccc(F)cc1	1%	-3	-1.2	-29%	3%	-19	-8%	13%	0
24	CN1CCN(C(=O)N2CCNC2=O)CC1	-6%	-4	3.8	-5%	11%	6	-1%	-14%	37
25	COC(=O)C1=CN(Cc2ccc(OC)cc2)C=C(C(=O)OC)C1c1cccs1	16%	-2	-0.4	-13%	?	-7	-9%	49%[activator]	55
26	CCOc1ccccc1NC(=O)CSc1nc2cc(O)ccc2c(=O)n1-c1ccc(OC)c(OC)c1	9%	-3	-2.6	-7%	?	12	4%	-41%	77
27	COc1ccccc1NC(=O)CC1Nc2ccccc2NC1=O (stereo not drawn)	0%	-9	-3.1	-2%	0%	0	1%	-12%	5
28	Cc1cccc(CNc2ncnc3[nH]ncc23)c1	-1%	5	1.0	-17%	9%	-2	-2%	-4%	-10
29	O=C(CN1CCOCC1)NNc1nc(-c2ccccc2)c2cc(Br)ccc2n1	10%	-4	-0.4	-9%	7%	8	-18%	7%	17
30	O=C(CN(C(=O)CNS(=O)(=O)c1ccc(F)cc1)C1CCCC1)NCc1ccco1	10%	3	-1.0	-5%	5%	8	-8%	-12%	6

# Profiles, quoted from the list:
# Results for CCOc1ccc(N=C2NC(=O)C(CC(=O)O)S2)cc1 (stereo not drawn) → GLP1R ag: -2%; PI5P4Ka inh: -7; IL2 activator: 0.6; WRN helicase inh: 4%; GLP1R inv ag: 10%; DRD3 agonist: 2; PLK1 PBD inh: 2%; HEK293 tox: -1%; D3 antag: 21
# Results for CCCCN(C)Cc1c(C)[nH]c2c(Cl)cccc2c1=O → GLP1R ag: -4%; PI5P4Ka inh: ·; IL2 activator: -1.7; WRN helicase inh: 2%; GLP1R inv ag: 23%; DRD3 agonist: -8; PLK1 PBD inh: -6%; HEK293 tox: 1%; D3 antag: -12

# Retrieved by compound from the entries so far (four):
entry	smiles	GLP1R ag	PI5P4Ka inh	IL2 activator	WRN helicase inh	GLP1R inv ag	DRD3 agonist	PLK1 PBD inh	HEK293 tox	D3 antag
29	O=C(CN1CCOCC1)NNc1nc(-c2ccccc2)c2cc(Br)ccc2n1	10%	-4	-0.4	-9%	7%	8	-18%	7%	17
21	COc1cc2ccccc2cc1C(=O)N1CCOCC1	-6%	1	3.4	-21%	5%	-3	-10%	9%	0
3	Nc1c(C(=O)Nc2cccc(C(=O)O)c2)sc2nc3c(cc12)CCCC3	-5%	-3	-0.5	-11%[11.6 µM]	?	5	-4%	75%[activator]	31
14	Cc1ccc(S(=O)(=O)Nc2c(C(=O)O)[nH]c3ccccc23)cc1C	-2%	-10	0.5	-3%	7%	7	?	-7%	6

# (cont.)
entry	smiles	GLP1R ag	PI5P4Ka inh	IL2 activator	WRN helicase inh	GLP1R inv ag	DRD3 agonist	PLK1 PBD inh	HEK293 tox	D3 antag
31	CCN(CC(=O)Nc1cc(Cl)ccc1C)C(=O)CC1CCCC1	3%	-3	0.0	-26%	?	-6	-3%	3%	-25
32	Cc1ccc2nc(C3CCCCC3)c(CC(C)(C)C)n2c1	7%	1	-1.0	-9%	?	2	-2%	4%	33
33	CCCC(C(=O)NC1CCCC1)N(CC1CCCO1)C(=O)CNS(=O)(=O)c1ccccc1 (stereo not drawn)	4%	-7	-0.6	-5%	-15%	-23	-9%	-4%	-17
34	CC1CCCN(S(=O)(=O)c2ccc(C(=O)Nc3nnc(-c4ccco4)o3)cc2)C1 (stereo not drawn)	-8%	-15	-1.2	-6%	17%	10	-9%	2%	6
35	N#C/C(=C/c1ccc(-c2ccc(S(N)(=O)=O)cc2)o1)c1nc2ccccc2s1	3%	-53*	71*	-5%	6%	-7	54%[activator]	49%[activator]	-13
36	COc1nc(N(CC(N)=O)S(=O)(=O)c2ccccc2)nc(C)c1Cl	-5%	0	0.1	-1%	-1%	0	-21%	-4%	19
37	CCCCn1c(N)c(N(C(=O)CSc2nnnn2-c2ccccc2)C2CCCC2)c(=O)[nH]c1=O	-6%	3	-0.5	-2%	12%	0	2%	-1%	12
38	CCOc1ncccc1C(=O)N(CC)CC(=O)NCc1ccc(Cl)cc1	5%	-16	-0.5	8%	10%	-8	-6%	4%	7
39	O=C(NCC1CCCO1)c1cccc(NC(=O)c2cccs2)c1 (stereo not drawn)	-5%	-5	-0.6	8%	-5%	0	-12%	5%	-10
40	C[C@@H]1CN([C@@H](C)CO)S(=O)(=O)c2ccc(C#CC3CCCCC3)cc2O[C@@H]1CN(C)Cc1cccnc1	-4%	1	-3.9	-11%	?	-3	-18%	-2%	-2
41	Cc1nn(C)cc1/C=N\NC(=O)Cc1ccc([N+](=O)[O-])cc1	0%	-3	-1.8	-15%	7%	-1	6%	2%	23
42	O=C1CCCC(O)=C1N=Nc1ccc(S(=O)(=O)N2CCOCC2)cc1	-3%	-20	-2.2	4%[11.6 µM]	?	4	-14%	-2%	13
43	COc1ccc(Cc2cc(-c3ccc(F)cc3)n[nH]c2=O)cc1	25%	-3	0.7	-5%	-10%	2	-10%	13%	-1
44	Cc1cccc(Cn2c(=O)n(CCCCC(=O)NCc3ccc4c(c3)OCO4)c(=O)c3ccccc32)c1	0%	·	·	·	-2%	1	·	-5%	·
45	COc1ccc(S(=O)(=O)Nc2nc(C(F)(F)F)cs2)cc1	-11%	-4	-0.1	2%	-25%	-13	-8%	-4%	-26
46	C=CCN1C(=O)/C(=C\c2ccco2)C(C(=O)OC)=C1C	4%	-1	-3.9	0%	12%	4	2%	-5%	-3
47	Cn1c(CN2CCCCC2)nc2cc(NC(=O)c3ccc(F)cc3)ccc21	15%	·	4.0	-9%	0%	-7	-1%	-4%	-25
48	Cn1c(SCCOc2ccccc2F)nc2ccccc2c1=O	15%	15	-0.6	-22%	6%[0.307 µM]	2	-2%	4%[0.307 µM]	7
49	COc1ccc(-n2c(=O)c3c4c(sc3n3c(=S)[nH]nc23)CCC4)cc1	2%	-10	-2.6	-6%	7%	-14	-18%	3%	?
50	CNS(=O)(=O)c1cc(NC(=O)CCCNC(=O)c2ccc(Cl)cc2)ccc1C	7%	1	0.3	3%	1%	-18	-10%	-6%	-8
